# From PubChem
# HUVEC inhibit – inhibitors of HUVEC proliferation, primary screen, cell-based, 384-well. CellTiter-Glo luminescence, 72 h; hits give low values. viability, % at 10 µM (by protocol). hit rate 1.1% among 86,000;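 active = viability at or below 30%; inactive = viability above 30%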;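 also: 100% = median luminescence of DMSO-only cell control wells on each plate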
# S1P2 antag – human S1P2 receptor antagonists, primary screen, cell-based; cell-based S1P2 antagonist assay, inhibition at 5 uM; inhibition, % at 5 µM; hit rate 0.21% among 97,000; in the data active = inhibition above about 45%;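 also: CRE beta-lactamase reporter cells expressing human S1P2 stimulated with S1P; 0% = agonist at EC80 alone and 100% = agonist plus reference antagonist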
# Target sequence (O95136 whole entry, looked up): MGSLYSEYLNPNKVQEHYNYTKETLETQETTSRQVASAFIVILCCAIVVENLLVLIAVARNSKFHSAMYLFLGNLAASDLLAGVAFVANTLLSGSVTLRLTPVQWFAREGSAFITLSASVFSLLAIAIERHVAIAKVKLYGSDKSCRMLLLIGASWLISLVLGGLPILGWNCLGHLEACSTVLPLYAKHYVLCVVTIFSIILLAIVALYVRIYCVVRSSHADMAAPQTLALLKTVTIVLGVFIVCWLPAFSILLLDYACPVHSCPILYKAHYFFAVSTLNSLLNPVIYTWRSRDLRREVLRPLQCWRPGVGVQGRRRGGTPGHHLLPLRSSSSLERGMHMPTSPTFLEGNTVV
# DAT uptake mod – changed hDAT dopamine uptake under cocaine IC80, either direction, primary screen, cocaine antagonist project, cell-based, LLC-PK1 hDAT, [14C]-dopamine uptake, MLSMR; LLC-PK1 hDAT cells, [14C]-dopamine uptake with cocaine IC80; actives deviate in either direction; B-score at 10 µM; hit rate 1.3% among 110,000; AID 449768, 2010;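 active = Z score or B-score, a plate-position-corrected score, falls beyond the plate's 99.7% confidence bounds, in either direction; inactive = both scores lie inside the 99.7% bounds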;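 also: scored against the spread of the other compound wells on the same plate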
# Target sequence (Q01959 whole entry, looked up): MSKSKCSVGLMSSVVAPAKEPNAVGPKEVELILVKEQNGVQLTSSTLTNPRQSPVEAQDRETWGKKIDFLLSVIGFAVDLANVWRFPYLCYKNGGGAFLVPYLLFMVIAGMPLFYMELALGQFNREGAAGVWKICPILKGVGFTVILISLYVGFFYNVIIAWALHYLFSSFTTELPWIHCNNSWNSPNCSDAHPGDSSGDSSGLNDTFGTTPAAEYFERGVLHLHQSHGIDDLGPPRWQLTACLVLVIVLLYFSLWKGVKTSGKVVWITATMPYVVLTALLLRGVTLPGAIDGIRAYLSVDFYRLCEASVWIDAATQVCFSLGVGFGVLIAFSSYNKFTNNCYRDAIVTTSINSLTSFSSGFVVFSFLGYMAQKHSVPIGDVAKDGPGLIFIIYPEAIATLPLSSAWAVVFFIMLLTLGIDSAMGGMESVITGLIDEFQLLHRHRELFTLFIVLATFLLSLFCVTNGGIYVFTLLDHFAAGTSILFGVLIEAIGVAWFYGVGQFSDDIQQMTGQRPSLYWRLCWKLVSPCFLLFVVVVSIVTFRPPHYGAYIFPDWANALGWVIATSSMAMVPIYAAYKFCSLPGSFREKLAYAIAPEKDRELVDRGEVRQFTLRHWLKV
# S1P2 ag – S1P2 receptor agonists, primary screen, cell-based | Sphingosine 1-phosphate receptor 2 (Homo sapiens), O95136 | S1P2-expressing cell line, agonist reporter read-out | activation, % at 4.5 µM | hit rate 0.46% among 97,000 | AID 729, 2007; in the data active = activation above about 16%;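 also: 0% = vehicle low control and 100% = maximal reference agonist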
# E coli WT exp – growth inhibitors of wild-type E. coli, primary screen, strain BW25113, expanded library, OD600; hit rate 0.15% among 98,000; OD600 absorbance; growth inhibition, % at 100 µM; AID 710, 2007;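 active = growth inhibition above about 50% at one test dose, limit read from the data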;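 also: growth measured after 20 h incubation at 37 °C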
# Lung fibro prol – antiproliferative effect on LL 47 fibroblasts – human, LL 47 cells, CellTiter-Glo luminescence, primary screen. LL 47 human lung fibroblast viability, ATP luminescence; hits give low values. viability, % at 10 µM. hit rate 1.1% among 85,000;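 active = viability at or below 50% in the single dose screen; inactive = viability above 50%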;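 also: compound exposure lasted 72 h before the ATP readout; 100% = median luminescence of untreated cell-only wells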
#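 Times – overnight cell rest, 72 h compound treatment at 37 °C · Test system – human lung fibroblast line LL 47, low passage · Amount – 1,150 cells in each well · Controls – cell-only wells, no compound · Doses – 0.1% DMSO in all compound wells · Measured by – CellTiter-Glo luminescence · Buffer or medium – IMEM plus 15% FBS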
# PostGolgi yeast – phenotypic screen on post-Golgi transport, primary screen | post-Golgi transport phenotypic cell assay | inhibition, % at 10 µM | hit rate 0.9% among 98,000;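 also: yeast cells grown in 1536-well plates; yeast grown about 18 h at 30C before absorbance read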
# H69AR growth 86K – proliferation blockers of H69AR lung cancer cells, primary screen, cell-based, human, 86K library | viability, % at 10 µM | hit rate 6% among 85,000 | H69AR lung tumor viability, ATP luminescence, 72 h; hits give low values;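 active = viability at or below 40%; inactive = viability above 40%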;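 also: multidrug resistant small cell line overexpressing MRP-1 efflux transporter; 100% = mean luminescence of untreated control wells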
# PostGolgi ctrl – growth inhibition of yeast control strain, primary screen, counter-screen for post-Golgi transport modulator project; efflux-deficient yeast background strain, growth absorbance A615, 16 h; inhibition, % at 10 µM; hit rate 5% among 98,000; AID 738, 2007
# * hit, by the source's call; nt = no result given. Rule as the data show it, unless noted: active = inhibition above about 30%; inactive = the rest.
SMILES,HUVEC inhibit,S1P2 antag,DAT uptake mod,S1P2 ag,E coli WT exp,Lung fibro prol,PostGolgi yeast,H69AR growth 86K,PostGolgi ctrl
COC(=O)Cc1c(C)nc2nc(-c3ccc(OC)cc3)[nH]n2c1=O,83.9,7.0,-0.766,-2.6,-14.0,101.0,-4.4,90.8,8.8
CC(C)=CC(=O)OCC(=O)Nc1ccc(F)cc1Cl,101.7,17.4,-1.1,-1.6,1.0,105.2,12.4,104.5,33.0*
COCCn1c(C)cc(C(=O)CSc2nnc3ccccn23)c1C,91.6,-0.9,0.000571,-2.4,-4.0,94.6,-7.9,90.0,6.2
COc1cc2[nH]c(=S)n(N(C(C)=O)C(C)=O)c(=O)c2cc1OC,102.3,-0.2,-0.865,-1.2,-6.0,97.5,5.7,87.6,0.1
O=C(NCc1ccccc1F)C1CCCN1C(=O)NC1CCCCC1 (configuration not stated),88.2,-11.2,0.708,-2.5,nt,92.8,nt,100.7,nt
Cc1ccc2c(c1)N(CC(=O)N1CCc3ccccc3C1)C(=O)CO2,95.0,16.9,-0.0401,-7.8,2.0,102.7,26.5,96.7,-7.5
O=C(NC(NC(=S)Nc1cccc(Cl)c1)C(Cl)(Cl)Cl)OCc1ccccc1 (configuration not stated),nt,5.3,0.593,-8.2,-11.0,nt,-4.2,nt,12.1
O=C1C2CC=C(Cl)CC2C(=O)N1CCc1ccccc1 (configuration not stated),99.0,-8.9,0.0658,-2.1,3.0,95.7,-0.8,nt,6.8
CCn1nccc1C(=O)Nc1ccc(Cl)c(Cl)c1,77.5,-6.2,0.622,-4.8,nt,90.9,nt,77.0,nt
CCCNS(=O)(=O)c1ccc(CCC(=O)N2CCC(C)CC2)cc1,102.0,-11.3,0.354,0.1,-3.0,99.0,1.4,87.7,2.8
COc1ccc(OC)c(N2Cc3ccccc3C2)c1,83.2,-6.8,0.397,-2.2,nt,93.4,nt,99.8,nt
COc1ccccc1CNC(=O)C1CCCN1S(=O)(=O)c1cccc2cccnc12 (configuration not stated),97.8,18.3,1.13,-3.0,1.0,93.5,0.2,84.5,4.9
COc1cc(C=O)ccc1Oc1nnnn1-c1ccc(C(N)=O)cc1,88.0,2.3,0.413,-4.4,-2.0,97.7,-2.2,75.3,4.0
CCC(C)(C)n1nnnc1C(c1ccccc1)N1CCN(C2CCCC2)CC1 (configuration not stated),84.1,8.6,1.58,-3.7,nt,91.1,nt,89.6,nt
O=C(CCc1ccccc1)Nc1cc(Cl)ccc1O,79.2,-14.6,0.0561,-2.9,28.0,97.3,21.0,73.8,13.0
CCc1ccccc1NC(=O)c1cnc2n(c1=O)CCS2,103.3,8.5,0.935,-8.7,1.0,99.3,0.2,99.5,4.8
CCC(=O)c1ccc(OCC(O)CN2CCN(C(c3ccccc3)c3ccccc3)CC2)cc1 (configuration not stated),63.3,10.8,2.25,-7.4,-3.0,98.0,1.2,98.0,12.7
Cn1cc(CN2CCN(c3ccccc3)CC2)c2ccccc21,69.9,9.4,-0.00222,-8.8,1.0,91.0,0.0,73.9,-3.6
CCOC(=O)c1c(CN2CCN(C)CC2)n(C)c2cc(Br)c(OC)cc12,33.1,nt,1.21,nt,5.0,71.0,-9.8,7.3*,4.9
CC1/C(=C\c2ccc(Cl)cc2)C(=O)C2CC1C2(C)C (configuration not stated),nt,-6.8,0.274,-3.1,-1.0,nt,27.1,nt,17.7
Cc1ccc(N2C(=O)c3ccccc3C2O)nc1 (configuration not stated),65.5,nt,nt,nt,1.0,70.3,-1.0,51.7,13.6
CCn1c(-c2ccc(C)cc2)n[nH]c1=S,67.3,0.5,-0.146,-0.8,5.0,93.5,11.8,102.8,3.5
O=C(O)CCC(=O)N(Cc1cccnc1)Cc1cccc(F)c1,95.2,-7.6,0.578,-5.4,4.0,99.0,-12.2,84.0,6.6
Cc1oc2nc(SCCCC(=O)NCCCO)nc(N)c2c1C,93.4,nt,-1.03,nt,0.0,92.7,-4.9,101.9,18.9
CCc1cc(Br)ccc1N1C(=O)C2CC=CCC2C1=O (configuration not stated),nt,12.8,0.104,-3.7,-11.0,nt,12.7,nt,13.8
# Other compounds
SMILES,HUVEC inhibit,S1P2 antag,DAT uptake mod,S1P2 ag,E coli WT exp,Lung fibro prol,PostGolgi yeast,H69AR growth 86K,PostGolgi ctrl
COc1ccc(OCCCC(=O)Oc2ccc(OC)cc2)cc1,70.2,-14.8,0.615,-1.7,1.0,93.9,1.2,91.0,10.7
O=C(Nc1cccc2cccnc12)c1cccc2ccccc12,78.4,-11.6,-0.708,-1.1,-9.0,100.1,-3.8,56.7,36.5*
c1ccc(Sc2nc(N3CCCCC3)nc(N3CCCCC3)n2)nc1,90.4,-34.9,-0.334,3.8,-28.0,56.0,1.4,71.5,27.1
CCn1c(SCC(=O)N/N=C/C=C\c2ccccc2[N+](=O)[O-])nnc1-c1ccccc1,nt,7.4,0.879,-4.7,5.0,nt,4.8,nt,6.7
CCOC(=O)c1c(-c2cccs2)csc1NC(=O)CN1CC(C)OC(C)C1 (configuration not stated),85.7,-22.5,2.17,4.2,-15.0,87.1,-2.8,55.4,43.5*
CC(C)CNC(=O)NC(=O)COc1ccc(C=O)cc1,nt,13.0,-1.18,-0.8,14.0,nt,-1.7,nt,-1.1
Cn1cccc1/C=C1\CC(C(C)(C)C)C/C(=C\c2cccn2C)C1=O (configuration not stated),106.5,14.7,-1.19,-9.9,-18.0,88.1,1.2,102.5,8.9
COc1ccc(-c2nc(SCc3ccccc3)n(C(=O)c3ccco3)n2)cc1,nt,20.9,0.0431,-6.1,-10.0,nt,-5.4,nt,5.1
Cc1ccc(C)c(N2CCN(C(=O)CNS(=O)(=O)c3cccs3)CC2)c1,89.5,5.0,1.68*,-2.0,-10.0,94.2,-7.3,98.2,16.3
C/C=C/c1ccc(OCCSc2nc(C)cc(=O)[nH]2)c(OC)c1,95.8,nt,-0.0726,nt,-9.0,94.5,4.5,91.6,6.9
CN(C)c1ccc(CNn2cnnc2SCc2ccc(F)cc2)cc1,106.0,9.5,1.19,-2.5,3.0,107.5,-2.3,94.6,9.0
Clc1cccc(N=C2NN=C(c3ccc4c(c3)OCCO4)CS2)c1,69.8,8.7,-0.405,-3.6,-9.0,101.3,2.5,1.4*,5.6
COc1cc(OC)cc(-c2nc3nc(C)c(CCC(=O)O)c(C)n3n2)c1,70.0,3.9,-0.175,-4.6,-11.0,94.7,0.6,71.3,0.6
O=C(Nc1ccsc1C(=O)N1CCCCCC1)c1ccccc1,nt,-23.1,-1.65,-0.7,0.0,nt,-0.7,nt,29.2
CCCCN(C)CCCNC(=O)CS(=O)Cc1nc(-c2ccc(OC)c(OC)c2)oc1C (configuration not stated),90.7,-22.7,-1.49,-5.1,3.0,100.0,-9.8,100.2,5.2
COc1cc(C(=O)Nc2ccc(O)cc2C(=O)O)ccc1OC(C)=O,nt,-23.0,-0.315,-4.8,0.0,nt,-6.4,nt,7.0
CS(=O)(=O)N1CCCC(C(=O)NCCCN2CCc3ccccc3C2)C1 (configuration not stated),99.1,11.4,-0.487,-2.6,4.0,99.3,1.3,101.3,-2.1
Cc1nc2oc(C(=O)c3ccc(Br)cc3)c(N)c2c2c1COC(C)(C)C2,60.2,-28.9,0.564,1.7,-10.0,91.6,3.6,53.9,14.1
Cc1cc(SCC(N)=O)nc(SCC(=O)c2ccccc2)n1,100.1,-16.6,-0.874,-3.6,-1.0,105.5,23.6,97.1,7.8
Cc1nn(C)c(C(=O)Nc2ccc(S(=O)(=O)NC34CC5CC(CC(C5)C3)C4)cc2)c1Br,68.0,-12.6,-0.362,-5.5,nt,70.3,nt,106.6,nt
COc1ccc(N2CCN(C(=S)Nc3cccc(C)c3)CC2)cc1,nt,1.3,-0.585,-2.4,-4.0,nt,1.3,nt,6.5
Cc1ccc(NC(=O)COC(=O)CN2CSCC2=O)cc1C,98.1,-2.6,-0.245,-9.1,7.0,106.0,1.5,102.9,1.1
Cc1ccc(NC(=O)/C(=C\c2cccc([N+](=O)[O-])c2)NC(=O)c2cccs2)cc1,nt,5.6,nt,-8.8,-21.0,nt,-6.0,nt,-2.0
O=C1CC(N2CCN(Cc3ccc4c(c3)OCO4)CC2)C(=O)N1c1cccc(Cl)c1 (configuration not stated),113.0,-7.8,0.00828,-5.2,-3.0,103.3,9.3,100.7,0.1
CCOc1ccccc1-n1c(COc2ccccc2)nnc1SCC(N)=O,97.8,20.0,-0.0866,-4.8,7.0,102.5,-0.8,94.3,0.8
# Continued.
SMILES,HUVEC inhibit,S1P2 antag,DAT uptake mod,S1P2 ag,E coli WT exp,Lung fibro prol,PostGolgi yeast,H69AR growth 86K,PostGolgi ctrl
Cn1c(=O)c2c(ncn2CCCc2ccccc2)n(C)c1=O,102.7,12.7,0.0374,0.4,5.0,99.4,9.9,94.0,8.3
CN(C)S(=O)(=O)c1ccc(S(=O)(=O)N(CC(=O)Nc2ccccc2)CC2CCCO2)cc1 (configuration not stated),91.0,19.6,-1.34,-6.4,-4.0,89.5,-2.2,78.1,-3.0
Cn1c(SCC(N)=O)nnc1C1CCN(C(=O)NCc2ccccc2)CC1,97.1,-11.6,0.676,1.2,5.0,95.0,17.7,103.3,8.0
CCOCc1nnc(NC(=O)c2c(OC)cccc2OC)s1,103.5,-18.1,-0.736,-1.4,-1.0,105.1,-1.0,89.7,15.4
O=S(=O)(NCc1ccc2c(c1)OCO2)c1ccc2oc3ccccc3c2c1,85.3,-7.1,-0.0191,-6.3,nt,98.4,nt,87.3,nt
CCOC(=O)c1c(NCC2CCCO2)c2ccccc2[nH]c1=O (configuration not stated),97.0,-20.6,0.908,-6.3,5.0,100.3,-2.6,101.6,1.9
O=C(O)C(c1ccccc1)C1(O)CCCC1 (configuration not stated),105.5,19.2,1.75*,-3.2,3.0,93.5,-9.6,91.5,-9.3
COc1ccccc1C1CC(=O)Nc2cc3c(cc21)OCCO3 (configuration not stated),45.5,4.1,0.651,-1.5,-8.0,55.6,1.1,21.9*,7.0
Cc1cccc(C(C)(C)C)c1OCCCCN1CCCC1,88.0,-4.9,0.957,-5.6,15.0,98.7,-4.8,66.0,5.6
O=C(C1=C(O)C(=O)N(Cc2ccco2)C1c1ccccc1)c1cccs1 (configuration not stated),92.4,-15.0,-0.926,-1.9,2.0,104.2,-3.4,100.6,18.0
COc1ccc(S(=O)(=O)N(CCCN2CCOCC2)Cc2ccc(OC)c(OC)c2)cc1,94.0,4.5,-0.424,-1.1,8.0,90.4,-1.6,81.5,9.6
Cc1ccccc1NC(=O)CC1SCCNC1=O (configuration not stated),102.9,27.5,0.00597,-5.1,7.0,97.9,-6.4,nt,2.9
COC(=O)C(NNc1ccccc1)(NC(=O)c1ccc(F)cc1)C(F)(F)F (configuration not stated),nt,4.9,-0.0802,-6.6,3.0,nt,7.1,nt,9.3

# 4 entries already listed, ordered by count of non-hydrogen atoms, rising:
SMILES,HUVEC inhibit,S1P2 antag,DAT uptake mod,S1P2 ag,E coli WT exp,Lung fibro prol,PostGolgi yeast,H69AR growth 86K,PostGolgi ctrl
O=C(O)C(c1ccccc1)C1(O)CCCC1 (configuration not stated),105.5,19.2,1.75*,-3.2,3.0,93.5,-9.6,91.5,-9.3
Cc1ccccc1NC(=O)CC1SCCNC1=O (configuration not stated),102.9,27.5,0.00597,-5.1,7.0,97.9,-6.4,nt,2.9
CCOCc1nnc(NC(=O)c2c(OC)cccc2OC)s1,103.5,-18.1,-0.736,-1.4,-1.0,105.1,-1.0,89.7,15.4
Cn1c(SCC(N)=O)nnc1C1CCN(C(=O)NCc2ccccc2)CC1,97.1,-11.6,0.676,1.2,5.0,95.0,17.7,103.3,8.0
